Source: PubChem BioAssay (National Center for Advancing Translational Sciences (NCATS))
Nrf2 activator: qHTS of Nrf2 Activators; AREc32 ARE-luciferase reporter (MCF7-derived line), luminescence, 24 h; Potency, µM (doses to about 46.1 µM), for the others: at the top dose activation, hits mostly activators; 410,000 tested, 0.31% active; AID 624171, 2012; further: potency means the concentration at half of the fitted maximal effect; % of control where 0% means no effect; nearly all actives have a fitted effect of over 65% in size
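ARE-driven firefly luciferase activity in AREc32 cells measured after a 24 hr compound exposure at 37 deg C, using Steady-Glo reagent and a 30 min room-temperature hold.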
CCT modulator: High-Throughput Screening for Modulators of Cytosolic Chaperonin Activity. purified chaperonin ATPase assay, HTRF ADP detection, 30 min. activity change, % (no concentration beside the values), hits read low. 360,000 tested, 0.3% active; in the data active means activity change below about -30%; further: on the % scale 0 is the no-effect control and ±100 the full control effect
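First, chaperonin was dispensed at 40 nM or 20 nM final depending on batch activity. Next, compounds were pinned at 76 uM and ATP added at 10 uM. After 30 min at 37 °C, ADP detection reagents ran 30 min at ambient temperature.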
HepG2 viability: qHTS for Inhibitors of TGF-b: Cytotox Counterscreen | HepG2 CAGA-GFP viability, ATP luminescence, 18 h | Potency, µM (highest dose often 46.1 µM), inactives show at the top dose activity change, negative = cytotoxicity, actives largely listed as cytotoxic | 410,000 tested, 0.76% active | AID 588856, 2011; further: potency means the concentration at half of the fitted maximal effect; some results filed as inactive show a strong effect at the top dose
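CellTiter-Glo luminescence gave cytotoxicity after 18 hours at 37 degrees C. The cells were HepG2 CAGA-GFP in 1% FBS DMEM, stimulated with 500 pg/mL TGF-beta after compound addition. %Activity was normalised to no-cell wells (complete cell-killing) and DMSO (no toxicity), and curves were fitted and classified.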
Mm-Cpn inhibitor: Inhibitors of TCP-1 ring complex (TRiC) of Methanococcus maripaludis (MmCpn): qHTS; Chaperonin Mm-Cpn (Methanococcus maripaludis); 330,000 tested, 0.031% active; Potency, µM (series often up to 76.9 µM), inactives show at the highest dose activity, negative = inhibition, actives largely listed as inhibitors; purified Mm-Cpn ATPase, ADP Transcreener TR-FRET; further: potency means the concentration at half of the fitted maximal effect; on the % scale 0 is the no-effect control and ±100 the full control effect; nearly all actives have a fitted effect of over 80% in size
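Inhibition of chaperonin ATP hydrolysis is measured as reduced ADP production, detected by competitive TR-FRET in which signal falls with ADP. Final enzyme 25 nM and ATP 10 uM, reacted 30 min at 37°C.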
Abeta yeast res: qHTS for compounds that reverse cellular toxicity of Amyloid beta (A-beta) peptide in yeast: Primary Screen; 410,000 tested, 0.063% active; Potency, µM (top dose mostly 46.1 µM), inactives show at the highest dose growth rescue, most hits filed as activators; yeast expressing A-beta42, growth rescue, OD600, 48 h; response scale: 0% DMSO, 100% iron-clioquinol control; further: potency means the concentration at half of the fitted maximal effect; nearly all actives have a fitted effect of over 55% in size
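Yeast growth medium received pinned compounds, then yeast cells expressing toxic A-beta were added; plates incubated at 30 C for 48 hr. Growth read as absorbance at 600 nm, normalized to DMSO and equimolar FeCl3 plus clioquinol controls.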
TGFb SMAD3 inh: qHTS for Inhibitors of TGF-b. HepG2 CAGA-GFP TGF-b/SMAD3 reporter, GFP fluorescence, 18 h; TGF-beta stimulated, 500 pg/mL final. Potency, µM (doses to about 46.1 µM), without a hit: top-dose activity, negative = inhibition, hits mostly inhibitors. 410,000 tested, 1.2% active. AID 588855, 2011; further: potency means the concentration at half of the fitted maximal effect; on the % scale 0 is the no-effect control and ±100 the full control effect; nearly all actives have a fitted effect of over 65% in size
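Using HEPG2 CAGA-GFP reporter cells at 1000 cells/well, we pinned test compounds, stimulated with recombinant TGF-beta (500 pg/mL final) and measured total well GFP after 18 h.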
A549 tox: Nrf2 qHTS screen for inhibitors: counterscreen for cytotoxicity; Potency, µM (series often up to 46 µM), for the others: at the highest dose activity change, negative = cytotoxicity, usual class: inhibitors; AID 504648, 2011; 390,000 tested, 0.16% active; A549 ARE-Fluc cells, CellTiter-Fluor viability, 18-24 h; further: potency means the concentration at half of the fitted maximal effect; on the % scale 0 is the no-effect control and ±100 the full control effect
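A549 ARE_Fluc cells in 5% FBS OPTI-MEM were exposed to compounds in concentration-response for 18-24 h at 37 deg C. Viability was read by CellTiter-Fluor fluorescence (Ex 405/Em 525) after 30 min, before the luciferase read.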
Nrf2 block: Nrf2 qHTS screen for inhibitors; 360,000 tested, 2.1% active; A549 ARE-Fluc reporter, luciferase luminescence, 18-24 h; Potency, µM (titrated, usually from 46 µM), for the others: at the highest dose activity change, negative = inhibition, most hits filed as inhibitors; AID 504444, 2011; further: potency means the concentration at half of the fitted maximal effect; on the % scale 0 is the no-effect control and ±100 the full control effect; nearly all actives have a fitted effect of over 60% in size
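Nrf2 function is reported as luminescence of an ARE-controlled luciferase in A549 cells. Compounds were tested at several concentrations, and a CellTiter-Fluor read on the same wells flagged cytotoxicity.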
pAkt inh: HTS Assay for Inhibitors of Akt Phophorylation: Primary Screen; Neuro2A IGF-stimulated pAkt S473 HTRF, 20 min; active compounds read low; activity change, % for hits at 50 µM; 360,000 tested, 0.32% active; AID 651550, 2012; in the data active means activity change below about -80%; inconclusive means mostly about -51% to -80%; further: on the % scale 0 is the no-effect control and ±100 the full control effect
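Neuro2A cells in DMEM with 0.5% FBS, overnight at 37 deg C, given compound at single 50 µM final, then IGF (6 nM final) for 20 min at 37 deg C. Lysed; phospho-Akt Ser473 by HTRF after 24 h, 665/615 ratio.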
The depositor's hits bear a star; i = inactive; ? = inconclusive; / = no result given; & = joins results of further samples; [ ] = another dose, or the depositor's remark. Unless noted, the call rests on the fitted dose curve; in most records, active means well fitted curve in the direction sought with a large enough effect; inconclusive means small, poorly fitted or top-dose-only effect, or another doubt; inactive means no such curve, though single readings can be large; an effect the other way counts as inactive or inconclusive.

SMILES	Nrf2 activator	CCT modulator	HepG2 viability	Mm-Cpn inhibitor	Abeta yeast res	TGFb SMAD3 inh	A549 tox	Nrf2 block	pAkt inh
NC(=O)CC(NC(=O)Cc1ccc(Br)cc1)c1ccc(NCCOc2ccccc2)c([N+](=O)[O-])c1 (stereo not given)	0.3%	-0.4	-13%	1%	8%	?	-10%	-7%	i
Cc1cc(SCCC(=O)O)nc2ccccc12	-0.7%	-5.0	12%	-4%	14%	31%[activator]	-2%	-9%	/
COc1ccc(CNC(=O)c2cccnc2Sc2ccc(Cl)cc2)cc1	-0.1%	0.0	-31%	-3%	-22%	2%	12%	20%	i
O=C(COc1ccc(Br)cc1)NNC(=O)Cc1ccc(S(=O)(=O)N2CCOCC2)s1	-0.8%	0.6	-11%	/	5%	-9%	2%	-21%	i
O=C(Nc1ccc(CN2CCOCC2)cc1)c1cc2ccccn2n1	-4.6%	0.4	-31%	0%	-7%	-11%	-10%	?	i
C/C(=N\NC(=O)c1ccc(-n2cnnn2)cc1)c1ccc(C)cc1	0.1%	1.0	-24%	-2%	-7%	1%	4%	0%	i
COCC(=O)N/N=C\c1cccc(OC)c1OC/C=C/c1ccccc1	-0.7%	-0.1	-24%	0%	-25%	1%	0%	7%	i
CCCN1Cc2cc(OC)ccc2-c2ccccc2S1(=O)=O	0.6%	-0.5	-26%	2%	-3%	?	16%	-10%	i
COc1cc(/C=C(\C#N)C(=O)Nc2ccccc2F)ccc1OCCN1CCOCC1	2.6%	0.7	10%	1%	-7%	5%	8%	14%	i
COC(=O)CNC(=O)CN1c2cccc3cccc(c23)S1(=O)=O	0.1%	1.5	-12%	/	5%	0%	-2%	7%	i
O=C(C[n+]1cccc(Br)c1)c1ccccc1	-0.1%	-2.4	8%&-6%	-4%	4%	0%&17%	-4%	-5%	i
Cc1ccsc1C(=O)C1CCCN(Cc2cc(F)ccc2-n2cccn2)C1 (stereo not given)	1.9%	2.0	-7%	0%	-12%	-9%	6%	-23%	i

Reprinted from the part before: three compounds; new compounds follow.
SMILES	Nrf2 activator	CCT modulator	HepG2 viability	Mm-Cpn inhibitor	Abeta yeast res	TGFb SMAD3 inh	A549 tox	Nrf2 block	pAkt inh
COC(=O)CNC(=O)CN1c2cccc3cccc(c23)S1(=O)=O	0.1%	1.5	-12%	/	5%	0%	-2%	7%	i
O=C(C[n+]1cccc(Br)c1)c1ccccc1	-0.1%	-2.4	8%&-6%	-4%	4%	0%&17%	-4%	-5%	i
Cc1ccsc1C(=O)C1CCCN(Cc2cc(F)ccc2-n2cccn2)C1 (stereo not given)	1.9%	2.0	-7%	0%	-12%	-9%	6%	-23%	i
CCn1ccnc1CN1CCC(n2nccc2NC(=O)c2ccccc2OC)CC1	0.1%	-0.2	2%	-3%	8%	8%	11%	-3%	i
CN1CCCN(C(=O)CC(c2ccccc2)c2ccccc2)CC1	-0.5%	2.7	-6%	-4%	2%	16%	-8%	-9%	i
O=C(CN1C(=O)/C(=C\c2cccs2)SC1=S)Nc1cccc(C(=O)O)c1	4.2%	-2.5	-2%	0%	11%	1%	2%	4%	i
COc1ccc(-c2cc(C(F)(F)F)n3nc(C(=O)N(C)Cc4ccccc4)cc3n2)cc1OC	-1.8%	-4.0	-9%	-3%	10%	3%	5%	?	i
COc1cc(C=c2c3ccccc3n3c2cc(-c2ccccc2)[n+]3C)cc(OC)c1OC	15%	-0.5	-34%	/	-49%[inhibitor]	?	?	16µM*	i
COc1cccc(C(=O)C2CCCN(Cc3cccc(-n4nc(C)cc4C)c3)C2)c1 (stereo not given)	5.4%	1.5	-39%	1%	12%	?	-13%	?	i
Cc1ccc(-c2noc(CSc3nnc(CCc4ccccc4)n3-c3ccccc3)n2)cc1	0.5%	0.3	-1%	1%	13%	?	?	/	i
CCN1CCN(S(=O)(=O)c2ccc(OC)c(NC(=O)c3ccccc3)c2)CC1	-0.4%	2.6	-24%	-1%	11%	-3%	2%	16%	i
N/C(=N\OC(=O)c1ccc2ccccc2c1)c1cccc([N+](=O)[O-])c1	7.0%	-0.3	9%	1%	9%	-5%	1%	23%	i
O=C(NC1CCCCC1)c1cc(-c2ccc(Cl)cc2)on1	0.2%	-10	6%	0%	-11%	-2%	0%	15%	i
CC(C)[C@H](NC(=O)Nc1ccc(S(N)(=O)=O)cc1)C(=O)O	-1.3%	-0.7	2%	-2%	2%	-11%	-4%	16%	i
CN1C(=O)C(CC#N)(C2(CC#N)C(=O)N(C)c3ccccc32)c2ccccc21 (stereo not given)	-1.2%	-1.4	-18%	/	-6%	10%	3%	7%	i
CCOc1ccc(/C=C/C(=O)N(CC)CC(=O)Nc2c(F)cccc2F)cc1OC	-0.1%	0.2	9%	/	0%	4%	/	/	i
O=C(Nn1c(=O)[nH]c2ccccc2c1=O)c1ccco1	-0.5%	-0.6	-3%	1%	-13%	0%	-2%	-5%	i
O=C(NC1CCCCCC1)C1c2ccccc2C(=O)N1C1CC1 (stereo not given)	0.6%	-2.1	-8%	-26%	-8%	0%	3%	-9%	i
Cc1ccc2c(c1)N(C(=O)N1CCC(C(=O)NC3CCCCCC3)CC1)CCO2	5.3%	/	-24%	/	10%	?	0%	2%	/
O=C(O)c1ccc(N2CCCCC2)cc1	0.2%	0.0	4%	-1%	4%	17%	-10%	18%	i
Cc1c(C(=O)NCC2COc3ccccc3O2)oc2ccc(S(=O)(=O)N3CC(C)CC(C)C3)cc12 (stereo not given)	0.1%	-0.5	-30%	2%	-21%	-23%	7%	-21%	i
Cc1cccc(C(=O)Nc2nc(-c3ccc(Br)cc3)ns2)c1	0.6%	/	-10%	/	-8%	-28%	-2%	23%	/
O=C(CCNS(=O)(=O)c1ccc(Cl)cc1)N1CCN(c2ncccn2)CC1	-0.7%	1.3	3%	1%	18%	-8%	-2%	-3%	i
CCOC(=O)N1CCN(C(=O)C2CCN(c3nnc(-n4cccc4)s3)CC2)CC1	0.3%	-3.2	-27%	1%	-2%	-1%	2%	?	i
Cc1sc2ncn(CC(=O)N3CCN(c4cccc(Cl)c4)CC3)c(=O)c2c1S(=O)(=O)N1CCC(C)CC1	0.6%	/	-23%	/	-14%	?	-21%	2%[9.27 µM]	/
N#CCC(=O)c1sccc1-n1cccc1	2.0%	-3.5	24%	-6%	-10%	?	-13%	-30%	i
O=C(CSc1nnc(Nc2ccccc2)s1)Nc1cccc(S(=O)(=O)N2CCCCC2)c1	2.7%	-0.7	-42%	0%	23%	?	-15%	?	i
C#CCOCCOCCOCCNc1nc(N2CCOCC2)nc(N2CCN(C(=O)[C@H](Cc3cc4ccccc4[nH]3)n3cc([C@@H](N)CC(C)C)nn3)CC2)n1	?	0.8	-13%	/	8%	7%	-2%	4%	i
CCn1c(Cc2ccc(OC)cc2)nnc1SCC(=O)N1CCN(c2ccccc2)CC1	-0.5%	-1.5	-24%	0%	13%	-1%	/	?	i
COc1ccc(C(=O)c2ccccc2O)c(O)c1	4.9%	-0.6	-21%	-2%	-14%	-9%	-1%	13%	i
CSc1ccc(N=Nc2c(C)[nH]n(C)c2=O)cc1	6.2%	-1.0	-18%	-6%	-15%	7%	?	-8%	i
CN=C(c1ccccc1)c1c(C)cccc1C	0.1%	-0.3	15%	2%	12%	0%	-2%	-2%	i
CCOc1c2ccoc2nc2c(OC)c(OC)ccc12	4.9%	-1.4	-40%	/	-29%	-13%	-4%	-9%	i
CC(OC(=O)c1ccncc1)C(=O)Nc1cccc(Cl)c1 (stereo not given)	-0.1%	-0.7	8%	1%	6%	-6%	-1%	?	i
COc1cc(OC)cc(N2CCN(S(=O)(=O)c3ccc(-n4cnnn4)cc3)CC2)c1	0.3%&-0.8%	-0.9	-4%&6%	-5%	-16%&-10%	-5%&-1%	0%&-10%	11%&16%	i
CC(=O)c1c(C)nc(-c2ccccc2)nc1N	12%	-2.5	-12%	0%	1%	-3%	0%	?	i
CCC(=O)c1ccc(OCC(O)CN2CCN(c3ccc(F)cc3)CC2)cc1 (stereo not given)	-0.7%	1.1	1%	-3%	-11%	-12%	2%	2%	i
CNc1oc(Cc2ccccc2)nc1S(=O)(=O)c1ccc(Cl)cc1	-1.1%	2.2	-19%	1%	3%	-1%	3%	10%	i
Cc1ccc2c(c1)c(-c1csc(N)n1)c(C)n2C	3.5%	1.2	-40%	-4%	-2%	1%	-1%	-13%	i
CCN1C(=O)N(CC)C(O)(c2ccccc2)C1(O)c1ccccc1 (stereo not given)	-0.7%	1.6	-15%	1%	12%[9.22 µM]	13%	-2%	/	i
Cc1c(C(=O)N2CCCCCC2)nnn1-c1nonc1N	-0.2%	2.1	5%	?	3%	?	-3%	28%	/
CS(=O)(=O)N(CC(=O)N1CCc2ccccc2C1)c1ccccc1Br	0.3%	-0.3	0%	-2%	-3%	-8%	-4%	-8%	i
O=C(OCc1ccccc1)N1CCC2CC1c1cc(N3CCCCC3)ccc12 (stereo not given)	8.1%	0.3	-14%	/	6%	-1%	10%	?	i
Nc1nonc1C(=O)N/N=C/c1ccc(Br)o1	-0.1%	-3.4	10%	-1%	-5%	-5%	-5%	1%	i
O=C(Cn1cncn1)NCCC(c1ccccc1)c1ccccc1	0.2%	0.9	0%	-3%	-9%	-1%	0%	4%	i
